GALK inhibitor: galactokinase (human) inhibition; P51570; Purified GALK, Kinase-Glo residual ATP luminescence; 270,000 compounds, 0.007% hits; Potency, µM (series often up to 57.5 µM), inactives show at the top dose activity change, negative = inhibition, usual class: inhibitors; note: potency is the fitted concentration of half-maximal effect; % is set by controls: 0 for no effect and ±100 for the full control effect
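Human GALK (5 nM) with 35 uM ATP and 100 uM galactose in 20 mM HEPES pH 8.0, 5 mM MgCl2, 60 mM NaCl, 1 mM DTT, 0.01% BSA. After 1 h at room temperature, leftover ATP was read by Kinase-Glo Plus luminescence.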
TSG101-PTAP inh: blocks PTAP/TSG101 interaction to inhibit HIV-1 budding; Q99816; Fluorescence polarization, FITC-PTAP peptide / Tsg101 binding; Potency, µM (highest dose often 115 µM), without a hit: top-dose activity change, negative = inhibition, most hits filed as inhibitors; 340,000 tested, under 10 active; AID 493005; active = well fitted inhibition curve with a large enough effect in the main read-out, with a control signal flat, not every such curve was filed as active; inconclusive = small, poorly fitted or top-dose-only effect, or effect the other way, or a change in a side signal; inactive = no such curve, though single readings can be large or run the other way; note: potency is the fitted concentration of half-maximal effect; % of control where 0% means no effect
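Steps: Tsg101 binding domain dispensed (10 uM final), compounds pinned in DMSO, FITC-labeled PTAP-motif peptide added (50 nM final); after 20 min binding at room temperature, polarization measured.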
a7 integrin act: activates integrin-mediated alleviation for muscular dystrophy | alpha7betagal myoblasts, beta-gal FDG fluorescence, 48 h | AID 624291 | 350,000 compounds, 0.064% hits | Potency, µM (series often up to 38.3 µM), inactives show at the top dose activation, actives largely listed as activators;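 note: potency is the fitted concentration of half-maximal effect; 100% = response of the positive control SU9516; nearly all actives have a fitted effect of over 60% in size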
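alpha7betagal+/- myoblasts (passage 13, 250/well) treated 48 h at 37C with compounds at 1:260 dilution of DMSO stock. Lysed, then beta-galactosidase activity read as FDG fluorescence (ex 480/em 540) after 30 min, with pre-read for autofluorescence.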
Tb PFK inh: blocks T. brucei phosphofructokinase. 330,000 compounds, 0.17% hits. AID 485367. T. brucei PFK, ADP-Glo luminescence. Potency, µM (titrated, usually from 57.5 µM), without a hit: at the highest dose activity, negative = inhibition, hits mostly inhibitors;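 note: potency is the fitted concentration of half-maximal effect; 0% = uninhibited 1x PFK enzyme wells and -100% = no-enzyme wells; nearly all actives have a fitted effect of over 60% in size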
Target sequence (O15648 whole entry, looked up): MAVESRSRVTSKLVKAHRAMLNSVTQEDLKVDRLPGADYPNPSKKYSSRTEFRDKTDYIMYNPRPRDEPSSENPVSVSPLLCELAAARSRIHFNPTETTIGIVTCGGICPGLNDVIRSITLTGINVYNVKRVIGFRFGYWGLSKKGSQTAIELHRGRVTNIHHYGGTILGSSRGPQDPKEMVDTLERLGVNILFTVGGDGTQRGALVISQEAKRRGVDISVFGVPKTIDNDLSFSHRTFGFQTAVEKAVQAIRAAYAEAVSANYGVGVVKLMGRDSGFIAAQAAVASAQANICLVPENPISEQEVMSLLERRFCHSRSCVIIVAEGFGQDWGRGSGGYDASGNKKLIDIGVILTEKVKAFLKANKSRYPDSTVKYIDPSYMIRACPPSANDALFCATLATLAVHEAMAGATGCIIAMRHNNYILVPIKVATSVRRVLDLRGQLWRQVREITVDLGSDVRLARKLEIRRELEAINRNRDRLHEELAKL
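Luminescent ADP detection (ADP-Glo, two-step: ATP depletion then ADP-to-ATP conversion for luciferase) reported PFK activity after 45 min room-temperature reaction of 1.25 nM enzyme with 0.5 mM F6P and 0.1 mM ATP at pH 8.0.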
B2AR arrestin: agonists driving beta-arrestin recruitment to human beta2-adrenergic receptor; AID 492947; Potency, µM (top dose mostly 46.1 µM), for inactives: at the top dose activation, actives largely listed as activators; P07550; beta-arrestin recruitment to beta2AR, cell-based reporter; 330,000 compounds, 0.02% hits;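 note: potency is the fitted concentration of half-maximal effect; 0% = DMSO controls and full agonism = EC100 isoproterenol or metaproterenol; nearly all actives have a fitted effect of over 65% in size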
BCR signal inh: inhibitors of chronic active B-cell receptor signaling; 340,000 compounds, 0.05% hits; ABC-DLBCL IkBa-CBG/CBR reporter, luminescence ratio, 4 h; Potency, µM (titrated, usually from 46.1 µM), for the others: at the highest dose ratio change, negative = lower green/red ratio, actives largely listed as inhibitors; active = well fitted inhibition curve with a large enough effect in the signal ratio, with a control signal flat, not every such curve was filed as active; inconclusive = small, poorly fitted or top-dose-only effect, or effect the other way, or a change in a side signal; the % refers to the signal ratio;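 note: potency is the fitted concentration of half-maximal effect; plate controls were basal doxycycline-induced cells for no effect and cells given 10 µM MG132 for full effect; MG132 reads +100%, hits lower the ratio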
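TMD8 ABC-DLBCL cells carrying doxycycline-inducible green luciferase fused to IkappaBalpha plus unfused red luciferase were exposed to compounds (up to 46 uM) for 4 hrs at 37C. Activity came from the overlap-corrected green/red luminescence ratio.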
FBPA coupling cs: counter-screen for Giardia aldolase inhibitors: coupling enzyme system | activity change, negative = inhibition, % at 58.2 µM, hits read low | AID 2472 | 290,000 compounds, 0.67% hits | coupling enzyme system counterscreen, AmpLite Red fluorescence; in the data active = activity change below about -30%; note: % is set by controls: 0 for no effect and ±100 for the full control effect
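First, compound is pin-transferred into glyceraldehyde-3-phosphate coupling-enzyme reagent at 57.5 uM final and held 10 min at RT. Next, substrate, coupling system and AmpLite Red are added. After 20 min RT, fluorescence (525/598 nm) is read.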
S-ASM inh: human S-ASM enzyme inhibition; P17405; placental ASM, HMU-PC fluorogenic substrate, 60 min; Potency, µM (series often up to 57.5 µM), inactives show at the highest dose activity change, negative = inhibition, usual class: inhibitors; 340,000 compounds, 0.006% hits; note: potency is the fitted concentration of half-maximal effect
Target sequence (P17405 47-631 limits assumed): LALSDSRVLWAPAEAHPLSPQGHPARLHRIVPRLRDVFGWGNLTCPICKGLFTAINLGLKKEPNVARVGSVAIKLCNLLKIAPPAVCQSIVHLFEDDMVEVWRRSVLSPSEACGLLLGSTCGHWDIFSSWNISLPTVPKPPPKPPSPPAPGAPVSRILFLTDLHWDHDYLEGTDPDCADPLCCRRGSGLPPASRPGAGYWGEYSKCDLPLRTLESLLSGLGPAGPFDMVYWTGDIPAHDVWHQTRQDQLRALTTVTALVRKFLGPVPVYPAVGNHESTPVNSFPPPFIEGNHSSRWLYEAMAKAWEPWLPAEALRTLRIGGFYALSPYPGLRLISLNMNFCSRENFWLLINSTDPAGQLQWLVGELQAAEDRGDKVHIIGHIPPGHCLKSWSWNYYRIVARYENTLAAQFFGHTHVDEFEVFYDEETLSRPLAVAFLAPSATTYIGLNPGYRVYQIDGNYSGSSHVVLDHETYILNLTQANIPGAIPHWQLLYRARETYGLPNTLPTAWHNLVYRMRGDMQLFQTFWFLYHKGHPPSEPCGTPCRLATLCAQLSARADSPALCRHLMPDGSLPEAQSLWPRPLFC
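Steps: dispense placental human ASM, pin compound, wait 10 min at room temperature, add HMU-PC0 substrate at 9 uM final, incubate 60 min at 37 °C, add stop solution raising pH to 10, read fluorescence.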
Giardia killer: Giardia lamblia killing; Giardia lamblia trophozoite viability; activity change, % at 7.66 µM, hits read low; 340,000 compounds, 0.15% hits; AID 540267; in the data active = activity change below about -80%; inconclusive = between about -30% and that limit;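 note: parasites exposed to compound for two days anaerobically before the ATP read; % is set by controls: 0 for no effect and ±100 for the full control effect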
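ATP-content bioluminescence gauges trophozoite survival. Cells (100/well) receive compound and incubate anaerobically for 48 hrs at 37 deg C; detection reagent follows for 15-30 min at room temperature.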
Menin MLL FP TR: displaces Texas Red mutant MLL peptide from human menin. Potency, µM (titrated, usually from 61.6 µM), inactives show at the top dose FP activity change, negative = inhibition, usual class: inhibitors. 270,000 compounds, 0.23% hits. Menin + Texas Red MLL mutant peptide, fluorescence polarization. O00255; active = well fitted inhibition curve with a large enough effect in the polarisation, with a control signal flat, not every such curve was filed as active; inconclusive = small, poorly fitted or top-dose-only effect, or effect the other way, or a change in a side signal; inactive = no such curve, though single readings can be large or run the other way; the % refers to the polarisation; note: potency is the fitted concentration of half-maximal effect; % of control where 0% means no effect; many of its hits are not listed in these tables
PKM2 activator: PKM2 (human) enzyme activation; P14618; purified PKM2, Kinase-Glo ATP luminescence, activation; response scale: 0% is enzyme alone, no compound; Potency, µM (titrated, usually from 57.5 µM), without a hit: at the highest dose activation, usual class: activators; 260,000 compounds, 0.34% hits; AID 1631; note: potency is the fitted concentration of half-maximal effect; % is set by controls: 0 for no effect and ±100 for the full control effect; nearly all actives have a fitted effect of over 55% in size
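Kinase-Glo luminescence reports ATP generated from ADP (0.1 mM) and PEP (0.5 mM) by purified hPK-M2 after 1 h at room temperature, pH 7.2 imidazole buffer; intermediate enzyme activity allows detecting inhibitors and activators.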
An asterisk follows results filed as active; [ ] = dose if it differs, or a comment. Unless noted, calls come from the whole dose curve; as a rule, active = well fitted curve in the direction sought with a large enough effect; inconclusive = small, poorly fitted or top-dose-only effect, or another doubt; inactive = no such curve, though single readings can be large; an effect the other way counts as inactive or inconclusive.

Cc1ccc(S(=O)(=O)Nc2ccc(N(C)S(=O)(=O)c3ccc(C)cc3)cc2)cc1 was read as TSG101-PTAP inh -0.6%, a7 integrin act -1.8%, Tb PFK inh 7.2%, B2AR arrestin -0.2%, BCR signal inh inconclusive, FBPA coupling cs 0.7, S-ASM inh -2.3%, Giardia killer 5.8 and PKM2 activator -2.6%.
Screening COc1ccc(/C=C(\NC(=O)c2ccco2)C(=O)NC(Cc2ccccc2)C(=O)O)cc1 (stereo unspecified) returned GALK inhibitor 0.4%, TSG101-PTAP inh -6.6%, a7 integrin act -3.5%, Tb PFK inh -2.7%, B2AR arrestin -0.3%, BCR signal inh -7.1%, FBPA coupling cs 0.4, S-ASM inh 1.6%, Giardia killer -4.7 and Menin MLL FP TR 5.4%.
Cc1cnc(C(=O)Oc2cccc(Cl)c2Cl)cn1 was read as GALK inhibitor -4.4%, TSG101-PTAP inh -13.4%, a7 integrin act -11.4%, Tb PFK inh -5.1%, B2AR arrestin 0.5%, BCR signal inh 19.3%, FBPA coupling cs -0.7, S-ASM inh -24.3%, Giardia killer -5.3, Menin MLL FP TR 6.8% and PKM2 activator -10.2%.
Screening COc1ccc(N2CC(C(=O)Nc3nnc(SCC(=O)N4CCCC4)s3)CC2=O)cc1 (stereo unspecified) returned GALK inhibitor 3.1%, TSG101-PTAP inh -3.6%, a7 integrin act 0.7%, Tb PFK inh -7.4%, B2AR arrestin -0.3%, BCR signal inh 0.5%, FBPA coupling cs 10.9, S-ASM inh 1.8%, Giardia killer -8.4, Menin MLL FP TR -12.6% and PKM2 activator -2.0%.
For CS(=O)(=O)NCCn1ccc2ccccc21 the results were GALK inhibitor -0.3%, TSG101-PTAP inh -6.4%, a7 integrin act 0.0%, Tb PFK inh -15.0%, B2AR arrestin -0.3%, BCR signal inh -17.3%, FBPA coupling cs 0.1, S-ASM inh -2.1%, Giardia killer -19.7, Menin MLL FP TR -25.8% and PKM2 activator 0.9%.
Screening O=C(/C=C/c1ccccc1[N+](=O)[O-])OCC(=O)N1CCCC1 returned TSG101-PTAP inh -7.0%, a7 integrin act -45.6%[inhibitor], Tb PFK inh 0.0%, B2AR arrestin -0.1%, BCR signal inh -1.1%, S-ASM inh 5.6% and Giardia killer 2.1.
For CCN(CC(=O)Nc1ccc(N2CCOCC2)cc1)C(=O)c1ccc(C#N)cc1 the results were GALK inhibitor 8.5%, TSG101-PTAP inh 2.2%, a7 integrin act -4.2%, Tb PFK inh -1.8%, B2AR arrestin -0.1%, BCR signal inh 5.3%, FBPA coupling cs 2.8, S-ASM inh 0.0%, Giardia killer -7.0, Menin MLL FP TR 8.1% and PKM2 activator -0.8%.
`Nc1nc(C(F)(F)F)c(Br)c(=O)n1N` gave GALK inhibitor 0.0%, TSG101-PTAP inh -3.1%, a7 integrin act -20.5%, Tb PFK inh -5.7%, B2AR arrestin 0.1%, BCR signal inh 5.6%, FBPA coupling cs 0.5, S-ASM inh -0.5%, Giardia killer -1.2, Menin MLL FP TR 4.7% and PKM2 activator 1.3%.
Screening COc1ccc(NC2=CC(c3ccc(F)cc3)N(c3ccc(OC)cc3)C2=O)cc1 (stereo unspecified) returned GALK inhibitor -2.6%, TSG101-PTAP inh -1.3%, a7 integrin act 9.6%, Tb PFK inh 3.8%, B2AR arrestin -0.6%, BCR signal inh 5.3%, FBPA coupling cs -0.1, S-ASM inh -7.0%, Giardia killer 3.4, Menin MLL FP TR -2.5% and PKM2 activator 1.3%.
`CCOC(=O)c1c(C)n(CCNC(C)=O)c2ccc(OC)cc12` gave GALK inhibitor 2.6%, TSG101-PTAP inh 0.3%, a7 integrin act -4.5%, Tb PFK inh -3.9%, B2AR arrestin 0.0%, BCR signal inh -10.7%, FBPA coupling cs -6.5, S-ASM inh -0.6%, Giardia killer 8.5, Menin MLL FP TR -17.6% and PKM2 activator 2.1%.
CCC1CCC(C(=O)NNC(=O)c2cc(-c3ccco3)[nH]n2)CC1 (stereo unspecified) was read as GALK inhibitor 4.7%, TSG101-PTAP inh 2.1%, a7 integrin act 5.6%, Tb PFK inh -8.2%, B2AR arrestin 0.2%, BCR signal inh 6.5%, FBPA coupling cs 0.3, S-ASM inh -1.5%, Giardia killer 4.2, Menin MLL FP TR 12.1% and PKM2 activator 4.5%.
Screening COc1ccc(C(=O)N2CCN(C(=O)C3COc4ccccc4O3)CC2)cc1 (stereo unspecified) returned GALK inhibitor 0.5%, TSG101-PTAP inh 10.8%, a7 integrin act -2.1%, Tb PFK inh 0.4%, B2AR arrestin -1.1%, BCR signal inh -4.2%, FBPA coupling cs 0.4, S-ASM inh -1.5%, Giardia killer -6.9 and Menin MLL FP TR -14.1%.
`COCCNC(=O)C1=C(N)C(C(=O)Nc2ccc(C)c(S(=O)(=O)N3CCCCC3)c2)SC1=Nc1ccc(C)cc1C` (stereo unspecified) gave GALK inhibitor -1.1%, TSG101-PTAP inh -21.1%, a7 integrin act 3.9%, Tb PFK inh 5.2%, B2AR arrestin -0.1%, BCR signal inh 20.3%, FBPA coupling cs -1.7, S-ASM inh -13.3%, Giardia killer 26.8, Menin MLL FP TR 2.3% and PKM2 activator -5.8%.
`Cc1cc(NC(=O)C(C)SCC(=O)N(C)CC(=O)Nc2ccccc2C(F)(F)F)no1` (stereo unspecified) gave TSG101-PTAP inh -7.9%, a7 integrin act 14.8%, Tb PFK inh -8.6%, B2AR arrestin -0.4%, BCR signal inh inconclusive, S-ASM inh -0.1% and Giardia killer -14.7.
Clc1ccccc1CNc1nc2ccccc2n2cnnc12 was read as GALK inhibitor -1.3%, TSG101-PTAP inh 0.0%, a7 integrin act 0.4%, Tb PFK inh 2.0%, B2AR arrestin 0.2%, BCR signal inh -1.3%, FBPA coupling cs 0.7, S-ASM inh -5.0%, Giardia killer -6.7 and PKM2 activator 5.4%.
Screening CC(C)c1cccc(C2=CC(=O)C[C@H](c3ccc4c(c3)OCO4)C2)c1 returned TSG101-PTAP inh -0.6%, a7 integrin act -34.1%, Tb PFK inh -4.7%, B2AR arrestin -0.1%, BCR signal inh inconclusive, S-ASM inh -3.4% and Giardia killer -11.7.
For COc1cc(OC)cc(C(=O)NNC(=O)CN2C(=O)NC(C)(c3ccc(C)cc3)C2=O)c1 (stereo unspecified) the results were TSG101-PTAP inh -8.8%, a7 integrin act -0.5%, Tb PFK inh 0.3%, B2AR arrestin 0.4%, BCR signal inh 0.0%, S-ASM inh -5.2% and Giardia killer -27.5.
CC[n+]1ccc(C)c2cc(P(=O)(c3ccccc3)c3ccccc3)ccc21 was read as GALK inhibitor -0.9%, TSG101-PTAP inh -3.1%, a7 integrin act -17.9%, Tb PFK inh -1.1%, B2AR arrestin 0.2%, BCR signal inh -7.1%, FBPA coupling cs -26.6, S-ASM inh 4.8%, Giardia killer 12.1, Menin MLL FP TR inconclusive and PKM2 activator 4.1%.
For Cc1ccc(NC(=O)/C(C#N)=C/c2ccc(C)s2)c(C)c1 the results were GALK inhibitor 1.5%, TSG101-PTAP inh inconclusive, a7 integrin act 24.8%, Tb PFK inh 4.7%, B2AR arrestin -0.2%, BCR signal inh 10.3%, FBPA coupling cs -0.3, S-ASM inh -0.8%, Giardia killer -16.6, Menin MLL FP TR inconclusive and PKM2 activator -3.3%.
Screening COC(=O)c1ccc(S(=O)(=O)N2CCOCC2)o1 returned GALK inhibitor 1.1%, TSG101-PTAP inh -11.4%, a7 integrin act 2.7%, Tb PFK inh 0.8%, B2AR arrestin 0.4%, BCR signal inh -5.1%, S-ASM inh -0.4%, Giardia killer inconclusive and PKM2 activator -5.2%.
CC(=O)Nc1nnc(COc2ccccc2)s1 was read as GALK inhibitor 7.3%, TSG101-PTAP inh -4.8%, a7 integrin act -31.0%, Tb PFK inh -0.1%, B2AR arrestin 0.1%, BCR signal inh inconclusive, FBPA coupling cs -0.3, S-ASM inh -1.7%, Giardia killer 11.2, Menin MLL FP TR 0.6% and PKM2 activator -2.7%.
Screening Cc1cc(C)c(NC(=O)CSc2nc3ncc(Br)cc3[nH]2)c(Cl)c1 returned GALK inhibitor 8.7%, TSG101-PTAP inh -1.8%, a7 integrin act -26.4%, Tb PFK inh 1.4%, B2AR arrestin 0.3%, BCR signal inh 5.1%, FBPA coupling cs 0.0, S-ASM inh -0.4%, Giardia killer -28.3, Menin MLL FP TR 26.2% and PKM2 activator 0.7%.
Screening CN(C)c1ccc(C(C#N)c2ccccc2)nn1 (stereo unspecified) returned GALK inhibitor -1.7%, TSG101-PTAP inh -6.6%, a7 integrin act -30.4%[inhibitor], Tb PFK inh 3.8%, B2AR arrestin -1.7%, BCR signal inh 3.2%, FBPA coupling cs 2.0, S-ASM inh 1.2%, Giardia killer 1.7, Menin MLL FP TR -8.2% and PKM2 activator -2.4%.

Source: PubChem BioAssay (National Center for Advancing Translational Sciences (NCATS))

The list is partial (hit frequency here may not be typical).
